VHR inh color – VHR1 phosphatase inhibitors, primary screen, biochemical, colorimetric, HTS; recombinant VHR phosphatase, colorimetric substrate read-out; inhibition, % at 20 µM; 50,000 tested, 0.7% active; in the data active = inhibition above about 60%; note: some results filed as inactive read as strong as hits
Target sequence (P51452 whole entry, looked up): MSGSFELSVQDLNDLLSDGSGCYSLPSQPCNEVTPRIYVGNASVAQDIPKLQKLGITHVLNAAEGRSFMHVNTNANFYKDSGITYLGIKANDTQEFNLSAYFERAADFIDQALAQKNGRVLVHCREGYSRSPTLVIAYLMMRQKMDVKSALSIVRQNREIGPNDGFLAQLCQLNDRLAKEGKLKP
Active calls of the source: *.

SMILES | VHR inh color
CN1C(=O)/C(=C\c2cc(Cl)ccc2OCc2ccccc2Cl)SC1=S | 0
O=c1oc2cc(OCc3ccc(F)cc3)ccc2cc1-c1nc2ccccc2s1 | 5
CC(=O)N1Cc2ccccc2C(C)CC12CCCC2 (centres undefined) | -33
COc1cccc(C2/C(=C(\O)c3ccccc3)C(=O)C(=O)N2CCCC(=O)O)c1 (centres undefined) | -10
CCN(CC)CCN1C(=O)C(O)=C(C(=O)/C=C/c2ccccc2)C1c1ccc(C)cc1 (centres undefined) | -1
CC1=C(C(=O)Nc2ccccc2)C(c2cc(C)cs2)NC(=O)N1 (centres undefined) | 7
Cc1cccc(-c2cc(C(=O)N3CCN(c4cccc(C)c4C)CC3)c3ccccc3n2)c1 | -20
O=C(NCc1ccccn1)c1ccc(O)cc1 | -19
CC(O)C(=O)NS(=O)(=O)c1ccccc1 (centres undefined) | -14
CCOc1ccc2c(c1)-c1c(ssc1=S)C(C)(C)N2C(=O)CN1C(=O)c2ccccc2C1=O | -40
Nc1n[nH]c(N)c1N=Nc1ccc(Cl)cc1 | -14
NC(=O)c1ccc(NC(=S)Nc2ccccc2)cc1 | 5
CC(=O)CC(=O)Nc1ccc(C(C)C)cc1 | -28
O=C(NCc1cccnc1)c1cc(-c2ccccc2)nc2ccccc12 | 4
COC(=O)[C@]1(C)C=C2C3=CC(=O)C4[C@@]5(C)CCC(O)C(C)(C)C5CC[C@@]4(C)[C@]3(C)CC[C@@]2(C)CC1 (some centres undefined) | 49
Cc1ccccc1C(=O)NNC(=O)c1ccc2ccccc2c1 | 5
O=[N+]([O-])c1ccc(S(=O)(=O)N2CCSC2c2ccc(Cl)cc2)cc1 (centres undefined) | -8
NC1=NC(=O)CC(C(=O)Nc2ccc(Cl)cc2)S1 (centres undefined) | -2
CC(=O)C1=C(C)N=c2s/c(=C/c3ccc(N(C)C)cc3)c(=O)n2C1c1ccccc1 (centres undefined) | -28
CCOc1ccccc1N(CC(=O)N1CCOCC1)S(=O)(=O)c1ccccc1 | 5
CC1=NN(c2ccccc2)C(=O)/C1=C\c1ccc(N2CCOCC2)c([N+](=O)[O-])c1 | 16
CN1CCN(C(=O)CN2C(=O)/C(=C/c3cccc(Br)c3)SC2=S)CC1 | -20
Cc1ccc(-c2nc3ccccc3o2)cc1NC(=O)c1ccc(-c2ccc([N+](=O)[O-])cc2)o1 | -5
CC(C)Cc1ccc(C(C)C(=O)NC(C)Cc2ccccc2)cc1 (centres undefined) | 0
COc1ccc(C(=O)/C=C/c2ccc(SC)cc2)cc1OC | 6
COc1ccc(-c2nc(-c3ccc(C(=O)O)cc3)[nH]c2-c2ccc(OC)cc2)cc1 | -1
COc1ccc(OC)c(C2/C(=C(/O)c3ccccc3)C(=O)C(=O)N2c2nc3ccccc3s2)c1 (centres undefined) | -11
Cc1c(C(=O)Nc2ccc(Cl)cc2)sc(N)c1C(=O)OC(C)C | 16
COCCNC(=O)CN(c1ccc(OC)cc1OC)S(=O)(=O)c1ccc(C)cc1 | 4
Clc1ccc(OCCn2ccnc2)cc1 | 2
Cc1ccc2ccc(S(=O)(=O)N3CCN(C)CC3)cc2c1 | -84
Cc1cc(C)c(/C=N/O)c(C)c1/C=N/O | -8
O=[N+]([O-])c1ccc(-c2nnc(-c3ccc(F)cc3)o2)cc1 | -20
CC(=Nc1cccc2ccccc12)c1cc(Cl)ccc1O | 98
O=C(Nc1ccc(NC(=O)c2ccccc2[N+](=O)[O-])cc1)c1ccccc1 | 4
CCOC(=O)c1c(-c2ccc(Br)cc2)csc1NC(=S)NC(C)=O | -7

A stretch taken from the entries so far:
SMILES | VHR inh color
NC(=O)c1ccc(NC(=S)Nc2ccccc2)cc1 | 5
CC(=O)CC(=O)Nc1ccc(C(C)C)cc1 | -28
O=C(NCc1cccnc1)c1cc(-c2ccccc2)nc2ccccc12 | 4
COC(=O)[C@]1(C)C=C2C3=CC(=O)C4[C@@]5(C)CCC(O)C(C)(C)C5CC[C@@]4(C)[C@]3(C)CC[C@@]2(C)CC1 (some centres undefined) | 49
Cc1ccccc1C(=O)NNC(=O)c1ccc2ccccc2c1 | 5
O=[N+]([O-])c1ccc(S(=O)(=O)N2CCSC2c2ccc(Cl)cc2)cc1 (centres undefined) | -8
NC1=NC(=O)CC(C(=O)Nc2ccc(Cl)cc2)S1 (centres undefined) | -2
CC(=O)C1=C(C)N=c2s/c(=C/c3ccc(N(C)C)cc3)c(=O)n2C1c1ccccc1 (centres undefined) | -28
CCOc1ccccc1N(CC(=O)N1CCOCC1)S(=O)(=O)c1ccccc1 | 5
CC1=NN(c2ccccc2)C(=O)/C1=C\c1ccc(N2CCOCC2)c([N+](=O)[O-])c1 | 16
CN1CCN(C(=O)CN2C(=O)/C(=C/c3cccc(Br)c3)SC2=S)CC1 | -20
Cc1ccc(-c2nc3ccccc3o2)cc1NC(=O)c1ccc(-c2ccc([N+](=O)[O-])cc2)o1 | -5
CC(C)Cc1ccc(C(C)C(=O)NC(C)Cc2ccccc2)cc1 (centres undefined) | 0
COc1ccc(C(=O)/C=C/c2ccc(SC)cc2)cc1OC | 6
COc1ccc(-c2nc(-c3ccc(C(=O)O)cc3)[nH]c2-c2ccc(OC)cc2)cc1 | -1
COc1ccc(OC)c(C2/C(=C(/O)c3ccccc3)C(=O)C(=O)N2c2nc3ccccc3s2)c1 (centres undefined) | -11
Cc1c(C(=O)Nc2ccc(Cl)cc2)sc(N)c1C(=O)OC(C)C | 16
COCCNC(=O)CN(c1ccc(OC)cc1OC)S(=O)(=O)c1ccc(C)cc1 | 4
Clc1ccc(OCCn2ccnc2)cc1 | 2
Cc1ccc2ccc(S(=O)(=O)N3CCN(C)CC3)cc2c1 | -84
Cc1cc(C)c(/C=N/O)c(C)c1/C=N/O | -8
O=[N+]([O-])c1ccc(-c2nnc(-c3ccc(F)cc3)o2)cc1 | -20
CC(=Nc1cccc2ccccc12)c1cc(Cl)ccc1O | 98
O=C(Nc1ccc(NC(=O)c2ccccc2[N+](=O)[O-])cc1)c1ccccc1 | 4
CCOC(=O)c1c(-c2ccc(Br)cc2)csc1NC(=S)NC(C)=O | -7

Additional compounds
SMILES | VHR inh color
Cc1ccc(NC(=O)c2cc3cc([N+](=O)[O-])ccc3oc2=O)cc1 | -11
CCN(CC)/C(N)=N/c1nc(C)cc(C)n1 | -16
COc1ccc(NC(=O)c2ccc3c(c2)C(=O)N(c2cccc(C)c2)C3=O)cc1 | -4
CCC(SC1=NCCS1)C(=O)N1c2ccccc2Sc2ccccc21 (centres undefined) | -5
Cc1cc(/C=N/NC(N)=S)c(C)n1C1CCCCC1 | 24
O=C(O)c1cc(NC(=O)c2ccc3c(c2)C(=O)N(CC2CCCO2)C3=O)cc(C(=O)O)c1 (centres undefined) | -86
CCOc1ccccc1/C=C1/SC(NC(C)=O)=NC1=O | 12
CCN(CC)CCCNC(=S)Nc1cccc(Cl)c1 | -12
O=C(CCCN1C(=O)c2ccccc2C1=O)Nc1ccccc1C(=O)N1CCCCC1 | -2
Cc1ccc(CC2C(=O)N(c3ccc(C)cc3)C(=O)C2C)cc1 (centres undefined) | 4
O=C(Cc1ccc(Cl)cc1)Nc1ccc(Nc2ccccc2)cc1 | -19
Cc1nc2c(-c3ccccc3)cnn2c(C(C)(C)C)c1C | 6
COC(=O)c1c(NC(=O)COc2ccc(Cl)cc2C)sc2c1CCC2 | -11
COc1ccc(COC(=O)N/N=C(\C)CC(=O)Nc2c(C)cc(C)cc2C)cc1 | -22
Cc1cccc(C)c1NC(=O)c1ccc(-c2ccc(Cl)cc2Cl)o1 | 4
O=C(/C=C\c1ccc2c(c1)OCO2)c1ccc(Cl)cc1 | -12
Oc1oc(-c2ccccc2)nc1C=Nc1ccc(Cl)c2cccnc12 | 8
COc1cc(C=Nc2cc(Cl)cc(Cl)c2)ccc1O | 4
CCc1nnc(NC(=S)NC(=O)c2ccccc2)s1 | 4
Cc1ccc(C2CC(C(F)(F)F)n3nc(C(=O)Nc4ccc(C(C)O)cc4)cc3N2)cc1 (centres undefined) | 2
CC(=O)N1N=C(c2ccc(Br)cc2)CC1c1cccc([N+](=O)[O-])c1 (centres undefined) | -18
N/C(=N\OC(=O)C(c1ccccc1)c1ccccc1)c1cccnc1 | -12
CN(c1ccc(C(=O)Nc2cc(Cl)cc(Cl)c2)cc1)S(=O)(=O)c1ccccc1 | 4
Cc1ccc(NC(=O)NC(C)(C)C)cc1 | -9
Cc1ccc(-n2nc(C)c3c(C)cc(=O)oc32)cc1Cl | 1
O=C(CSc1nnc(-c2ccco2)o1)c1ccc(Br)cc1 | 9
O=C(Nc1nnc(CCSCCc2nnc(NC(=O)c3ccco3)s2)s1)c1ccco1 | 0
Cc1cccc(NC2=NC3(CCCCC3)N=C(N)N2)c1C | 0
COc1ccc(NC(=S)NC(=O)c2ccc(OC)cc2)cc1 | -6
O=C1SC(Nc2ccc(O)cc2)C(=O)N1c1ccccc1 (centres undefined) | -4
O=C(/C=C/c1ccco1)Nc1ccc(S(=O)(=O)Nc2nccs2)cc1 | -3
Cc1ccc(-c2nc3ccccc3c(C(=O)O)c2C)s1 | 0
CCCCNCCCCCCOc1c(C)cccc1C | -95
CC(C)(C)c1ccc(C2C(C(=O)c3ccco3)=C(O)C(=O)N2c2ncc(S(=O)(=O)c3ccc([N+](=O)[O-])cc3)s2)cc1 (centres undefined) | -18
COc1ccccc1/C=C(/C#N)c1nc2ccc(C)cc2[nH]1 | -11
CCn1c(C(O)c2cccc(OC)c2)nc2ccccc21 (centres undefined) | 0
O=[N+]([O-])N=C1NCN(c2ccc(Cl)cc2)CN1 | -2
CC(C)NC(=O)C(=O)Nc1ccc(Cl)c(Cl)c1 | -1
O=C(CSC(=S)N1CCOCC1)c1ccc([N+](=O)[O-])cc1 | -2
CCC(=O)N1N=C2c3cc(OC)ccc3CCC2C1c1ccc(N(C)C)cc1 (centres undefined) | -14
Cc1ccc(NC(=O)CC2SC(=Nc3ccccc3)N(c3ccccc3)C2=O)cc1 (centres undefined) | -16
Cc1ccc(N2C(=O)SC(Nc3ccc(C)c(Cl)c3)C2=O)cc1 (centres undefined) | -27
O=C(N/N=C/c1ccc(O)c([N+](=O)[O-])c1)c1cccnc1 | -16
CC(=O)NCCOc1ccc(C(=O)O)cc1 | -3
CCC(C)c1ccc(NC(=O)/C=C/c2cccc([N+](=O)[O-])c2)cc1 (centres undefined) | 96
Cc1cc(OCC(=O)Nc2ccc3oc(-c4cccnc4)nc3c2)cc(C)c1Cl | -1
COc1c(Cl)cc(Cl)cc1/C=C/c1cc(C(F)(F)F)[nH]c(=O)n1 | 98
COc1ccc(C(=O)Nc2ccccc2C(=O)Nc2nc3ccccc3n2C)cc1 | 2
COc1ccc(C(=O)Nc2ccc(Br)cn2)cc1OC | -7
CC1=NN(c2ccccc2)C(=O)/C1=C\c1cc([N+](=O)[O-])ccc1N(C)C | -12
Cc1ccc(N2CCN(/N=C\c3ccccc3[N+](=O)[O-])CC2)cc1 | 2
C/C(=C/C(=O)c1ccc(Cl)cc1)Nc1cccc(O)c1 | 21
O=C1N=c2ccccc2=C1c1sc(Nc2ccc(F)cc2)nc1O | -9
Clc1cc(Cl)c2nc3[nH]c4ccc(Br)cc4c3nc2c1 | 6
COc1ccc(NC(=S)NC(=O)C23CC4CC(CC(C4)C2)C3)cc1 | -10
CC1=NN(c2cccc(C(=O)O)c2)C(=O)/C1=C\c1ccc(O)c([N+](=O)[O-])c1 | -2
COc1cc([N+](=O)[O-])ccc1-c1ccc(/C=C(/C#N)C(=O)Nc2cccc(Br)c2)o1 | -12
Cc1ccc(-c2csc(NC(=O)C3C4CCC(C4)C3C(=O)O)n2)c(C)c1 (centres undefined) | 9
CC(C)(C)NCCOCCOc1cccc(Cl)c1Cl | -8
Cc1ccc(NS(=O)(=O)c2ccc3ccccc3c2)cc1Cl | -9
Next part
SMILES | VHR inh color
COc1ccc(-c2nc3cc(NC(=O)c4ccc([N+](=O)[O-])cc4)ccc3o2)cc1Cl | -8
CC(=O)Nc1cccc(NC(=O)c2ccc(Cl)c([N+](=O)[O-])c2)c1 | 3
COc1ccc(-c2cc(C(F)(F)F)n3nc(C(=O)OC(C)C)cc3n2)cc1OC | -28
CC(C)OC(=O)c1c(-c2ccc(Cl)cc2Cl)csc1N | 1
C=CCn1c(SCC(=O)NCCCN2CCOCC2)nc2sc(C)c(C)c2c1=O | -6
O=C1NC(=O)C(=Cc2ccccc2Cl)C(=O)N1 | -14
CCCN1C(=O)/C(=C/c2nc3ccccc3c(=O)n2-c2ccccc2[N+](=O)[O-])c2ccccc21 | -25
O=C(Cc1ccc(Br)cc1)NCC1CCCO1 (centres undefined) | -22
COc1cc(C=NN2CCN(Cc3ccccc3)CC2)cc(OC)c1OC | -9
O=c1[nH]c(=O)n(Cc2ccccc2)c(O)c1C=C1C=Nc2ccccc21 | -5
CCN1CCN(S(=O)(=O)Cc2ccccc2)CC1 | -21
COc1ccc(/C=C/C(=O)Nc2ccc(OC)c(OC)c2)cc1OC | 0
CCOc1ccc(Cl)cc1/C=C1/SC(=S)N(C)C1=O | -24
COc1cccc(C(=O)Nc2ccc(-c3cc4ccccc4oc3=O)cc2)c1 | 13
COc1ccccc1-c1coc2cc(OC(=O)c3ccccc3C)ccc2c1=O | 9
NC(=O)c1cc(NC(=O)COc2ccc(F)cc2)ccc1Cl | -4
Cc1cc(C)c(NC(=O)C(C)Sc2nc3ccccc3[nH]2)c(C)c1 (centres undefined) | -1
O=C(CN(c1ccc(F)cc1)S(=O)(=O)c1ccccc1)Nc1cccc(C(F)(F)F)c1 | 4
CN1C(=O)C2(NN=C(c3ccccc3)S2)c2ccccc21 (centres undefined) | -4
Cc1cccc(N2C(=O)C(=O)/C(=C(\O)c3ccccc3)C2c2ccccc2F)c1 (centres undefined) | -20
Cc1ccc2[nH]c(C)c(CN3CCN(C)CC3)c(=O)c2c1 | 2
CC1CC(C)CN(C(=O)Nc2ccccc2)C1 (centres undefined) | -32
COc1ccc(N(CC(=O)NCc2ccccc2)S(C)(=O)=O)cc1Cl | 9
CC1=C(C(=O)OCCc2ccccc2)C(c2ccccc2OCc2ccccc2)C2=C(CCCC2=O)N1 (centres undefined) | -2
O=C(O)CCC(=O)Nc1ccc(CC(=O)O)cc1 | -1
Cc1ccc(NC(=O)/C=C/C(=O)c2ccccc2)cc1 | -14
COC(=O)C1=C(C)NC2=C(C(=O)c3ccccc32)C1c1ccc(F)cc1 (centres undefined) | 2
CCc1c(C)nc2[nH]nc(-c3ccccc3OC)n2c1=O | -7
COc1ccc(C(=O)c2ccccc2)c2c(O)ccc(C(=O)c3ccccc3)c12 | 10

Source: PubChem BioAssay (Sanford-Burnham Center for Chemical Genomics)

A portion of the library; count on the stated rates, not on these rows.
